High-throughput results as filed in PubChem BioAssay.
HepG2 viability: counter-screen for TGF-b inhibitors: cytotoxicity in HepG2 cells; HepG2 CAGA-GFP viability, ATP luminescence, 18 h; Potency, µM (highest dose often 46.1 µM), for the others: at the highest dose activity change, negative = cytotoxicity, usual class: cytotoxic; hit rate 0.76% among 410,000; AID 588856; further: potency means the concentration at half of the fitted maximal effect; some results filed as inactive show a strong effect at the top dose
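CellTiter-Glo luminescence gave cytotoxicity after 18 hours at 37 degrees C. The cells were HepG2 CAGA-GFP in 1% FBS DMEM, stimulated with 500 pg/mL TGF-beta after compound addition. %Activity was normalised to no-cell wells (complete cell-killing) and DMSO (no toxicity), and curves were fitted and classified.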
CCT modulator: changes cytosolic chaperonin activity. activity change, % (test concentration not listed), hits read low. hit rate 0.3% among 360,000. AID 651819. purified chaperonin ATPase assay, HTRF ADP detection, 30 min; in the data active means activity change below about -30%; further: on the % scale 0 is the no-effect control and ±100 the full control effect
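Enzyme 40 or 20 nM (batch-dependent) in Tris pH 7.4/KCl/MgCl2/DTT; cpd 76 uM single point; ATP 10 uM; 30 min 37 °C; Transcreener ADP HTRF detection, 30 min RT; ratio 665/615.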
MmCpn inh: M. maripaludis TRiC chaperonin inhibition. purified Mm-Cpn ATPase, ADP Transcreener TR-FRET. Potency, µM (titrated, usually from 76.9 µM), for inactives: at the top dose activity, negative = inhibition, actives largely listed as inhibitors. AID 504842. hit rate 0.031% among 330,000; further: potency means the concentration at half of the fitted maximal effect; on the % scale 0 is the no-effect control and ±100 the full control effect; nearly all actives have a fitted effect of over 80% in size
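Eu-cryptate anti-ADP/ADP-d2 competition gives a ratio inversely related to ADP. Enzyme at 25 nM was pre-exposed to compound for 10 min, then given 10 uM ATP for 30 min, 37°C throughout.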
TGFb inhibitor: inhibitors of TGF-b signaling; HepG2 CAGA-GFP TGF-b/SMAD3 reporter, GFP fluorescence, 18 h; TGF-beta stimulated, 500 pg/mL final; Potency, µM (series often up to 46.1 µM), inactives show at the top dose activity, negative = inhibition, actives largely listed as inhibitors; hit rate 1.2% among 410,000; further: potency means the concentration at half of the fitted maximal effect; on the % scale 0 is the no-effect control and ±100 the full control effect; nearly all actives have a fitted effect of over 65% in size
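Inhibition was scored as loss of TGF-beta-induced (500 pg/mL final, 18 hours, 37 degrees C) GFP in HEPG2 cells carrying a CAGA-GFP reporter, in DMEM with 1% FBS. Well GFP was summed per cell; Activity was normalised to unstimulated and stimulated DMSO wells, then concentration-response fitting.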
Nrf2 ARE act: Nrf2 pathway activation; AREc32 ARE-luciferase reporter (MCF7-derived line), luminescence, 24 h; Potency, µM (series often up to 46.1 µM), for the others: at the highest dose activation, hits mostly activators; hit rate 0.31% among 410,000; further: potency means the concentration at half of the fitted maximal effect; % of control where 0% means no effect; nearly all actives have a fitted effect of over 65% in size
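Luciferase luminescence (Steady-Glo, 30 min at room temperature) served as the read-out of ARE activation in AREc32 cells treated with compounds for 24 hr at 37 deg C.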
Abeta rescue: compounds reversing amyloid beta toxicity in yeast; yeast expressing A-beta42, growth rescue, OD600, 48 h; response scale: 0% DMSO, 100% iron-clioquinol control; Potency, µM (top dose mostly 46.1 µM), for inactives: at the highest dose growth rescue, hits mostly activators; hit rate 0.063% among 410,000; AID 1347071; further: potency means the concentration at half of the fitted maximal effect; nearly all actives have a fitted effect of over 55% in size
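Yeast A-beta toxicity model in growth medium with pinned compounds, 48 h at 30 C; growth read as absorbance at 600 nm. Normalized to FeCl3/clioquinol equimolar mix (positive) and DMSO (negative).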
Akt phos inh: blocks phosphorylation of Akt; Neuro2A IGF-stimulated pAkt S473 HTRF, 20 min; stronger effect = lower value; activity change, % for hits at 50 µM; hit rate 0.32% among 360,000; AID 651550; in the data active means activity change below about -80%; inconclusive means mostly about -51% to -80%; further: on the % scale 0 is the no-effect control and ±100 the full control effect
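Single-point screen (50 µM final compound) in Neuro2A cells stimulated 20 min with 6 nM IGF at 37 deg C. After lysis, Ser473-phosphorylated Akt read by HTRF (ex 330 nm, em 615/665 nm) as the 665/615 ratio.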
Nrf2 inh: blocks Nrf2 signaling; A549 ARE-Fluc reporter, luciferase luminescence, 18-24 h; hit rate 2.1% among 360,000; Potency, µM (doses to about 46 µM), inactives show top-dose activity change, negative = inhibition, hits mostly inhibitors; further: potency means the concentration at half of the fitted maximal effect; on the % scale 0 is the no-effect control and ±100 the full control effect; nearly all actives have a fitted effect of over 60% in size
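In this cell-based qHTS, ARE-driven firefly luciferase in A549 cells reports Nrf2 activity; the luminescent signal after BugLite lysis is the measured value, with a prior CellTiter-Fluor read for cell health.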
A549 tox: counter-screen for Nrf2 inhibitors: cytotoxicity in A549 cells | A549 ARE-Fluc cells, CellTiter-Fluor viability, 18-24 h | Potency, µM (doses to about 46 µM), without a hit: at the highest dose activity change, negative = cytotoxicity, usual class: inhibitors | hit rate 0.16% among 390,000 | AID 504648; further: potency means the concentration at half of the fitted maximal effect; on the % scale 0 is the no-effect control and ±100 the full control effect
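A549 ARE_Fluc cells in 5% FBS OPTI-MEM were exposed to compounds in concentration-response for 18-24 h at 37 deg C. Viability was read by CellTiter-Fluor fluorescence (Ex 405/Em 525) after 30 min, before the luciferase read.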
Starred values were filed as active, the others as inactive; i = inactive; u = inconclusive; x = no result given; [ ] = another dose, or the depositor's remark. Unless noted, the call rests on the fitted dose curve; in most records, active means well fitted curve in the direction sought with a large enough effect; inconclusive means small, poorly fitted or top-dose-only effect, or another doubt; inactive means no such curve, though single readings can be large; an effect the other way counts as inactive or inconclusive.

nr	Molecule	HepG2 viability	CCT modulator	MmCpn inh	TGFb inhibitor	Nrf2 ARE act	Abeta rescue	Akt phos inh	Nrf2 inh	A549 tox
1	COc1ccc(NC(=O)C2(C)CCCN(C(C)=O)C2)cc1F (stereo not given)	-13%	-1.0	x	-5%	0.1%[9.22 µM]	-1%	i	x	x
2	CC(=O)Nc1nonc1-c1nc2ccccc2n1Cc1ccccc1	4%	-1.1	0%	39%[activator]	-0.1%	10%	i	u	1%
3	COc1cc(Cc2nccc3cc(OC)c(OC)cc23)c(NC(C)=O)cc1OC	0%	-0.7	1%	12%	-0.1%	-2%	i	13%	1%
4	COc1ccccc1NC(=O)CN1CCN(CC(=O)Nc2cc(NC(C)=O)ccc2OC)CC1	6%	2.3	1%	-2%	-0.1%	8%	i	x	1%
5	COc1ccc(C)cc1-n1nnnc1SCC(=O)c1cc(C)n(Cc2ccco2)c1C	-95%	-3.5	-5%	-1%	2.4%	3%	i	u	-1%
6	CC(C)(C)Nc1nc(N2CCCC2)nc(N2CCCC2)n1	-30%	-1.9	-2%	u	0.2%	2%	i	u	15µM*
7	CCn1c(CN2CCOCC2)nnc1SCC(=O)Nc1cccc(C)c1	3%	-2.5	1%	24%	0.2%	-5%	i	4%	0%
8	CCC(C(=O)Nc1cc(OC)ccc1OC)n1c(C)c2cnn(-c3ccccc3)c(=O)c2c1C (stereo not given)	-12%	x	x	u	3.2%	-14%	x	-14%	2%
9	CCn1c(SCC(=O)Nc2ccccc2)nc2c1c(=O)n(C)c(=O)n2C	-6%	0.1	2%	3%	0.0%	-23%	x	9%	-1%
10	CCc1cccc(OCC(=O)Nc2ccc(S(=O)(=O)Nc3onc(C)c3C)cc2)c1	4%	-0.8	-2%	-2%	-1.2%	2%	i	-12%	0%
11	COc1ccc(C(=O)COC(=O)c2ccc(-n3cnnn3)cc2)c(OC)c1	-3%	-3.1	1%	1%	-0.6%	0%	i	2%	2%
12	Cn1ccc2cc(S(=O)(=O)N3CCCC(C(=O)NCc4ccccc4)C3)ccc21 (stereo not given)	-6%	x	x	-10%	3.7%	-2%	x	x	-4%
13	C[C@H](CO)N1C[C@H](C)[C@@H](CN(C)Cc2cccc(O)c2)OCc2cnnn2CCCC1=O	4%	-0.6	x	14%	-1.6%	-5%	i	x	x
14	CCN(CC)CC(O)COc1ccccc1C(=O)CCc1ccccc1 (stereo not given)	-11%	0.2	0%	-6%	-0.3%	12%	i	1%	19%
15	Cc1nc2sccn2c(=O)c1S(=O)(=O)N1CCN(c2cccc(C(F)(F)F)c2)CC1	-5%	-2.1	u	0%	-0.4%	-5%	i	-12%	1%
16	O=S(=O)(NCCCN1CCOCC1)c1ccc(F)c(Cl)c1	-1%	0.4	0%	3%	-0.4%	2%	i	7%	-2%
17	CCOc1ccc(CCNC(=O)c2ccc3c(c2)c(C)c(C)n3C)cc1	-29%	x	x	0%	3.2%	3%	x	-7%	-10%
18	CCOc1ccccc1C(=O)NCC(=O)N(C)Cc1cccnc1	-7%	1.2	-1%	0%	0.3%	-14%	i	2%	11%
19	CCCNC(=O)C1CCN(S(=O)(=O)c2ccc(-c3nn[nH]n3)cc2)CC1	-8%	-6.7	1%	13%	-0.5%	0%	i	5%	-7%
20	CCC(=O)Nc1c(-c2ccc3ccccc3c2)nc2ccccn12	13%	-0.9	-1%	10%	5.0%	0%	i	u	-8%
21	CCC(C)(C)c1ccc(OCCCC[n+]2ccc(C)cc2)c(C(C)(C)CC)c1	13µM*	-1.9	3%	16µM*	-2.7%	-87%[inhibitor]	i	13µM*	u
22	C/C(Cn1cnc([N+](=O)[O-])n1)=N\NC(=O)c1cccnc1	1%	-3.1	0%	1%	-0.3%	12%	i	2%	-1%
23	CCN(CC)C(=O)CSc1nnc(-c2ccco2)n1Cc1ccco1	-1%	-1.7	0%	-2%	-0.7%	27%	i	-1%	1%
24	NNC(=O)CSc1nc(-c2ccccc2)cn1-c1ccccc1	-32%	0.7	0%	-14%	0.7%	4%	i	5%	-3%
25	Cc1ccc(-c2nnn(CC(=O)N(CC(=O)NC3CCCC3)c3ccccc3F)n2)o1	1%	0.1	1%	2%	-0.3%	5%	i	-16%	-1%
26	CC1CCC(C#N)(N(C)C(=O)CSc2nnc(C3CC3)n2C2CC2)CC1 (stereo not given)	-51%	0.0	0%	3%	-1.5%	9%	i	3%	-8%
27	O=C(NC(Cc1ccccc1)C(=O)O)/C(=C\c1ccc(Br)cc1)NC(=O)c1ccc(Br)o1 (stereo not given)	0%	-0.1	-7%	2%	0.3%	2%	i	-16%	u
28	Cc1[nH]n(-c2ccccc2)c(=O)c1/C=N/N(c1ccccc1)c1ccccc1	-15%	0.0	-5%	u	0.6%	-3%	i	-18%	4%
29	COc1cc(CN2CCC(Cc3ccccc3)CC2)cc([N+](=O)[O-])c1O	51%	0.8	2%	23%	-0.9%	-9%	i	19%	-5%
30	CN(C(=O)c1cccc(NC(=O)Cc2cccc(NC(=O)C3CCCN(C(=O)C4CCCC4)C3)c2)c1)C1CC1 (stereo not given)	0%	-0.9	x	11%	-0.6%	-7%	i	u	10%
31	Cc1ccc(-c2n[nH]c(=S)n2/N=C/c2ccc(C)o2)cc1	16%	-3.3	-13%	u	5.6%	20%	i	9%	-4%
32	CCOc1ccccc1Nc1cc(C)nc2nnnn12	3%	-2.9	0%	15%	0.2%	-3%	i	10%	11%
33	Cc1cccn2c(NCc3ccc4c(c3)OCO4)c(-c3ccc(O)cc3)nc12	-16%	2.2	-6%	-1%	u	-12%	i	1%	-4%
34	CCOc1ccc(CNC(=O)C2CCN(S(=O)(=O)CC)CC2)cc1OC	-6%	-0.2	-6%	12%	0.3%	7%	i	-2%	3%
35	Cc1ccc(S(=O)(=O)N(CC(O)CN2CCCCC2)c2ccccc2)cc1 (stereo not given)	-30%	1.0	2%	7%	3.7%	-26%	i	9%	0%
36	CC(NC(=O)c1ccc(F)cc1Cl)C1CC2CCC1C2 (stereo not given)	0%	0.4	0%	2%	0.4%	-17%	i	10%	-2%
37	C=C(C)c1cccc(C(C)(C)NC(=O)N2CCCC2)c1	4%	-0.7	5%	8%	-0.5%	-2%	i	-8%	-2%
38	CC(C)(C)NC(=O)C1CC(=O)OC1(C)C (stereo not given)	13%	-3.5	0%	0%	-0.4%	10%	i	x	-1%
39	CCc1cc(=O)[nH]c(SCc2ccc(C)cc2)n1	-3%	1.2	0%	-14%	3.6%	-7%	i	11%	-3%
40	Cc1noc(NC(=O)c2ccc(Cl)c(Cl)c2)c1Cl	-73%	-0.5	3%	u	22%	3%	i	u	6%

Profiles as entered above. Order of values: HepG2 viability	CCT modulator	MmCpn inh	TGFb inhibitor	Nrf2 ARE act	Abeta rescue	Akt phos inh	Nrf2 inh	A549 tox
Listed for CCc1cc(=O)[nH]c(SCc2ccc(C)cc2)n1 = -3%	1.2	0%	-14%	3.6%	-7%	i	11%	-3%
Listed for Cc1ccc(-c2n[nH]c(=S)n2/N=C/c2ccc(C)o2)cc1 = 16%	-3.3	-13%	u	5.6%	20%	i	9%	-4%

Shown as a hit in Nrf2 inh, among the entries above:
item | Molecule | CCT modulator | MmCpn inh | Nrf2 ARE act | Akt phos inh | Nrf2 inh
21 | CCC(C)(C)c1ccc(OCCCC[n+]2ccc(C)cc2)c(C(C)(C)CC)c1 | -1.9 | 3% | -2.7% | i | 13µM*

Copied from the list.
HepG2 viability, entry 21 reads 13µM*
Nrf2 inh, entry 26 reads 3%
TGFb inhibitor, entry 22 reads 1%

(cont.)
nr	Molecule	HepG2 viability	CCT modulator	MmCpn inh	TGFb inhibitor	Nrf2 ARE act	Abeta rescue	Akt phos inh	Nrf2 inh	A549 tox
41	CCCCCCSc1ccc([C@@H]2[C@@H]3C(=O)N(C)C(=O)[C@@H]3[C@]3(C(=O)OC)CCCCN23)cc1OC	-27%	-1.3	0%	u	-1.1%	26%	i	u	-20%
42	CCOC(=O)c1oc2ccccc2c1NC(=O)c1ccccc1OC	-20%	-2.2	-1%	22%	-0.5%	4%	i	u	-8%
43	COc1ccccc1NC(=O)CSc1nccn1Cc1ccc(F)cc1	-20%	-0.3	2%	1%	-1.2%	4%	i	-3%	2%
44	O=C(O)c1ccccc1CSc1nc2ccccc2n1Cc1ccccc1C(=O)O	7%	1.0	-2%	3%	0.0%	0%	i	0%	2%
45	Cc1cccc(NC(=O)CSc2nnc(C)n2Cc2ccccc2)c1	-13%	0.2	1%	u	-0.7%	-10%	i	10%	-2%
46	CCCCN(C(=O)c1ccc(N2CCCC2=O)cc1)c1c(N)n(CC(C)C)c(=O)[nH]c1=O	1%	1.6	0%	12%	-0.2%	-11%	i	14%	2%
47	CC(=O)Nc1sc(NC(=O)c2ccco2)nc1-c1cccs1	1%	1.6	-1%	20%	19%	0%	i	-18%	-21%
48	CCOc1ccc(NC(=O)Nc2ccc3c(c2)nnn3C)cc1	-12%	-2.5	-1%	-11%	0.4%	7%	i	-21%	1%
49	CCOCCSc1nnc2nc(C)cc(C)n12	4%	-0.5	1%	12%	-0.5%	11%	i	x	-4%
50	COC(=O)c1c(C)[nH]c(C(=O)C(C)OC(=O)C2CC2)c1C (stereo not given)	-6%	-0.9	-1%	-6%	-0.7%	-1%	i	u	u
51	CCOC(=O)c1c(C)[nH]c(C(C)=O)c1C	-13%	0.8	-2%	-5%	2.5%	-6%	i	12%	-2%
52	Cn1nc(-c2ccc(C(=O)NCCO)cc2)c2ccccc2c1=O	-79%	-0.4	-19%	1%	2.0%	-3%	i	8%	4%
53	CC(C)(C)OC(=O)N1CCC(NC(=O)c2[nH]cnc2C(=O)N[C@@H](Cc2ccccc2)C(=O)OCc2ccccc2)CC1	-96%	0.5	x	u	-2.9%	-15%	i	9%	1%
